TbPYK inhibitor – qHTS of Trypanosoma Brucei Inhibitors; pyruvate kinase (Trypanosoma brucei), Q57TT1; TbPYK enzyme, Kinase-Glo Plus ATP luminescence, 45 min; Potency, µM (series often up to 76.8 µM), for inactives: top-dose activity, negative = inhibition, most hits filed as inhibitors; hit rate 0.12% among 410,000; AID 624173, 2012; active means well fitted inhibition curve with a large enough effect; inconclusive means small, poorly fitted or top-dose-only effect; further: nearly all actives have a fitted effect of over 50% in size
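Readout: single end-point luminescence (Kinase-Glo Plus, 10 min). Reaction conditions were TbPYK/substrate plus 130 uM ADP, 45 min at RT, pH 7.2 TEA buffer. No-enzyme wells served as controls, and data were normalized before concentration-response fitting.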
An asterisk follows results filed as active; ? = inconclusive; [ ] = remark or other dose. On the % scale 0 is the no-effect control and ±100 the full control effect; potency means the concentration at half of the fitted maximal effect. The list is partial; count on the stated rates, not on these rows.

SMILES	TbPYK inhibitor
Cn1c(=O)n(-c2ccc(Br)cc2F)c(=O)c2sc3ccccc3c21	2%
Cc1ccccc1C(=O)N1CCN(CCc2ccccn2)CC1	8%
CCCCOc1ccc(C2=NC(c3ccncc3)=Nc3ccc(Br)cc3N2)cc1	4%
Cc1cc(C)c(NC(=O)Cn2c(=O)n(CCC(=O)NCc3ccc4c(c3)OCO4)c(=O)c3ccccc32)c(C)c1	6%
CC(C)c1ccc(NC(=O)c2cc3c(s2)-c2ccccc2SC3)cc1	-3%
CCOC(=O)NNc1ccc(N(CC)CC(C)O)nn1 (stereo not given)	0%
Cc1ccc(-c2cc(C(F)(F)F)n3nc(C(=O)NCC45CC6CC(CC(C6)C4)C5)cc3n2)cc1	-5%
Cc1ccc(C(=O)NCCc2csc(-c3cccc(F)c3)n2)cc1C	-3%
O=C(c1cc(C(F)(F)F)cc(C(F)(F)F)c1)N1CCC2(CCN(Cc3ccncc3)CC2)CC1	7%
CCOc1ccc(CNC(=O)c2ccc(CSc3nc4ccncc4n3Cc3ccc(F)cc3)cc2)cc1	2%
CCOc1ccccc1-n1cc2c(c1-c1ccc(OC)cc1)c(=O)n(C)c(=O)n2C	-4%
Cc1cc2oc(C(=O)Nc3ccc(S(=O)(=O)N(C)c4ccccc4)cc3)cc(=O)c2cc1C	-10%
CC(=O)c1ccc(NC(=O)CSc2nnc(-c3ccncc3)n2-c2ccccc2)cc1	3%
Cc1cccc(N2CCN(C(=O)c3cccn3-c3nnc(N4CCCCC4)s3)CC2)c1C	-6%[15.4 µM]
CC(C)c1ccc(S(=O)(=O)c2cnc(SCC(=O)Nc3cccc(C(F)(F)F)c3)nc2N)cc1	-5%
COc1ccc(OC)c(NC(=O)CSc2cn(CC(=O)N3CCCCCC3)c3ccccc23)c1	-8%
Cc1noc2ncnc(N3CCN(c4cccc(C(F)(F)F)c4)CC3)c12	-3%
O=C(O)c1ccc(CSc2nc3cccnc3n2Cc2cccc(F)c2)cc1	-3%
Cc1cc(C)cc(S(=O)(=O)c2cn(C)c3cc(N4CCCC4)c(F)cc3c2=O)c1	0%
CCOc1ccc(-c2nc(Cn3c(=O)cc(C)c4c(C)nn(-c5ccc(C)cc5)c43)c(C)o2)cc1	3%
COc1ccc2c(c1)c1c(c(=O)n(-c3ccccc3C)c(=O)n1C)n2C	-1%
CC1=C(C(=O)Nc2cccc(C(F)(F)F)c2)C2(CCCCC2)OC1=O	-8%
Cc1cc(Nc2ccc(Br)cc2)nc(C)n1	1%
CCCCCOc1ccc(NC(=O)Cn2c(-c3nonc3N)nc3ccccc32)cc1	-3%
Cc1ccc(NC(=O)c2cccn2-c2nnc(N3CCCCC3)s2)cc1Cl	2%[15.4 µM]
COc1cc(NC(=O)C2CCN(C(=O)c3sc4nc[nH]c(=O)c4c3C)CC2)cc(OC)c1OC	-11%
CCOC(=O)c1c(-c2ccc(C)cc2)csc1NC(=O)c1cc(-c2ccc(Cl)cc2)on1	4%
Cc1ccc(CNC(=O)CN2C(=O)C3(SCC(=O)N3c3ccc(F)cc3)c3ccccc32)cc1 (stereo not given)	-4%
Cc1cc(NC(=O)CN2CCC(C)CC2)nc2c1c(=O)oc1ccccc12	-7%
COc1cccc(OC)c1C(=O)NCCc1sc(-c2cccc(F)c2)nc1C	13%

Molecules shown so far that have a Cl atom, in the order listed:
SMILES	TbPYK inhibitor
Cc1ccc(NC(=O)c2cccn2-c2nnc(N3CCCCC3)s2)cc1Cl	2%[15.4 µM]
CCOC(=O)c1c(-c2ccc(C)cc2)csc1NC(=O)c1cc(-c2ccc(Cl)cc2)on1	4%

Further records.
SMILES	TbPYK inhibitor
Cc1ccc(NC(=O)C2CCN(S(=O)(=O)c3ccc4c(c3)CCCN4C(=O)C3CCC3)CC2)cc1	-5%
Cc1ccc(C(=O)c2oc3ccccc3c2NC(=O)c2cc(-c3ccccc3)on2)cc1F	6%
Cc1c(Cl)cccc1NC(=O)CCS(=O)(=O)c1ccc2c(c1)oc(=O)n2C	1%
CCOc1ccc(N2CC(NC(=O)c3ccc4c(c3)OCO4)CC2=O)cc1 (stereo not given)	19%
Cc1ccc(S(=O)(=O)NCC(c2ccc(N(C)C)cc2)N2CCOCC2)cc1 (stereo not given)	-3%
Cc1nc2ccn(Cc3ccco3)c(=O)c2cc1C(=O)N1CCN(c2ccccc2F)CC1	-3%
Cc1c(C(=O)N2CCCC2)oc2c1-c1nn(CC(=O)NCc3cccc(Br)c3)cc1CC2	-3%
CCOC(=O)Cn1c(=O)n(-c2ccccc2OC)c2nc(-c3ccccc3)nc(C(N)=O)c21	1%
CCc1ccc2c(c1)c(=O)c(S(=O)(=O)c1ccccc1)cn2CC(=O)Nc1ccc(OC)cc1	-6%
Cc1ccc(NC(=O)CN2C(=O)COc3ccc(S(=O)(=O)NC4CCCC4)cc32)c(Cl)c1	4%

An excerpt taken from the entries so far, as a working copy:
SMILES	TbPYK inhibitor
Cc1c(C(=O)N2CCCC2)oc2c1-c1nn(CC(=O)NCc3cccc(Br)c3)cc1CC2	-3%
CCOC(=O)Cn1c(=O)n(-c2ccccc2OC)c2nc(-c3ccccc3)nc(C(N)=O)c21	1%
CCc1ccc2c(c1)c(=O)c(S(=O)(=O)c1ccccc1)cn2CC(=O)Nc1ccc(OC)cc1	-6%
Cc1ccc(NC(=O)CN2C(=O)COc3ccc(S(=O)(=O)NC4CCCC4)cc32)c(Cl)c1	4%

Further records:
SMILES	TbPYK inhibitor
Cc1cc(C)cc(-n2c(=O)[nH]c3ccccc3c2=O)c1	7%
Cc1ccc(NC(=O)[C@H](CSCc2ccccc2)N2Cc3ccccc3C2=O)cc1	-2%
Cc1nn(C)c2c1c(-c1ccccc1)cc(=O)n2Cc1ccc(F)cc1	1%
Cc1nc2cccnc2n1C1CCN(S(=O)(=O)c2ccc(C(C)C)cc2)CC1	2%
CC(C)NC(=O)N1CCCC2(CCN(C(=O)c3ccco3)CC2)C1	2%
CCC(Oc1ccccc1)C(=O)Nc1cc(-c2ccccc2OC)nn1-c1ccccc1 (stereo not given)	-4%
Cc1ccc(-n2c(C)cc(/C=C(\C#N)C(=O)Nc3ccc(C)c(C)c3)c2C)cc1	0%
Cc1nn(-c2cccc(Cl)c2)c2nc(-c3cccnc3)cc(C(F)(F)F)c12	0%
CC(=O)N1c2c(cc(Br)cc2S(=O)(=O)N2CCN(c3cc(C)ccc3C)CC2)CC1C (stereo not given)	-3%
CCOc1ccc(OCC)c(NC(=O)c2cc(S(=O)(=O)N3CCc4ccccc43)cn2C)c1	7%
CCC(C)NC(=O)c1nn(-c2ccc(C)cc2)c(=O)n(C)c1=O (stereo not given)	-3%
O=C(NC1CCCC1)c1ccc(CSc2nc3ccncc3n2Cc2ccccc2F)cc1	1%
CC1CN(C(=O)N2CCC(C(=O)NCc3ccccc3F)CC2)c2cc(Cl)ccc2O1 (stereo not given)	1%
COc1ccccc1NC(=O)Cn1c(=O)n(-c2cccc(C)c2)c(=O)c2c1c1cc(C)ccc1n2C	3%
Cc1cn2c(=O)cc(COc3ccc(NC(=O)COc4ccccc4)cc3)nc2s1	5%
CC(=O)Nc1ccc(S(=O)(=O)N2CCN(c3ccc(C)c(C)c3)CC2)cc1	?
COc1ccc(/C=C/C(=O)Nc2sc3c(c2C(N)=O)CCC(C)C3)cc1OC (stereo not given)	0%
COc1cccc(CNC(=O)CCc2c(C)nc3c4c(C)cc(C)nc4nn3c2C)c1	-3%
Cc1cc(O)c(C(c2ccc(Cl)cc2)N2CCN(c3ccccc3)CC2)c(=O)n1Cc1ccco1 (stereo not given)	5%
CCOC(=O)C1CCN(C(=O)Cn2ncc3c4ccccc4n(Cc4ccccc4)c3c2=O)CC1	-4%

3 structures from above, arranged by molecular weight, falling:
SMILES	TbPYK inhibitor
COc1cccc(CNC(=O)CCc2c(C)nc3c4c(C)cc(C)nc4nn3c2C)c1	-3%
CC(=O)Nc1ccc(S(=O)(=O)N2CCN(c3ccc(C)c(C)c3)CC2)cc1	?
CCC(C)NC(=O)c1nn(-c2ccc(C)cc2)c(=O)n(C)c1=O (stereo not given)	-3%

Continued:
SMILES	TbPYK inhibitor
CCCCN(CC)C(=O)c1nn(-c2ccc(OC)cc2)c(=O)c2c1c1ccccc1n2C	0%
N#Cc1cc2c(=O)n3ccccc3nc2n(-c2nnc(SCc3ccccc3Cl)s2)c1=O	0%
CC1=C(C(=O)Nc2ccc(C)cc2C)C(c2ccc(O)cc2)n2nnnc2N1 (stereo not given)	1%
Cc1ccc(C)c(OCCOCCn2c(-c3ccc(Br)cc3)nc3ccccc3c2=O)c1C	0%
Cc1ccc(-n2cc(-c3ccccc3)nc2S(=O)(=O)CC(=O)Nc2ccc(F)cc2)cc1	-10%
COc1cccc(N2CC(NC(=O)c3ccco3)CC2=O)c1 (stereo not given)	5%
COc1cc(NC(=O)CCn2nc(C)c(S(=O)(=O)N3CCCCC3)c2C)cc(OC)c1OC	2%
O=C(NC1CCCC1)c1ccc(CSc2nc3cccnc3n2Cc2ccc(F)cc2)cc1	-1%
Cc1oc(-c2ccccc2Cl)nc1CSc1nncn2c1cc1occc12	-2%
CCOc1ccc(Nc2oc(-c3ccc(COc4ccc(OC)cc4)o3)nc2C#N)cc1	-5%
COc1ccc(C(=O)Nc2ccc3c(c2)N(C)C(=O)c2ccccc2S3)cc1OC	2%
CC(C)Cn1c(=O)c2ccccc2n2c(CCC(=O)N3CCN(c4ccccc4)CC3)nnc12	6%
COc1ccc(CNC(=O)c2ccc3c(c2)N(Cc2ccccc2F)C(=O)c2ccccc2S3=O)cc1 (stereo not given)	3%
COc1cc(NS(=O)(=O)c2cc3[nH]c(=O)[nH]c3cc2C)cc(OC)c1OC	-1%[15.4 µM]
CSc1nc2sc3c(c2c(=O)n1-c1ccccc1C)CCCC3	-5%
Cc1nn(C)c2c1c(-c1ccccc1)cc(=O)n2Cc1ccc(Cl)cc1	0%
CN1CCN(c2ncc3nc(-c4ccc(Cl)cc4)c(=O)n(C4CC4)c3n2)CC1	3%
CCOC(=O)c1c(C)[nH]c(CCC(=O)Nc2cc(Cl)ccc2OC)c1C	-2%
Cc1cccc(OCC(=O)N2CCC(c3nc4ccccc4o3)CC2)c1C	-3%
COc1cc(CCN)cc(OC)c1OC	0%[157 µM]

Reprinted at random: 2 entries already listed.
SMILES	TbPYK inhibitor
COc1cc(CCN)cc(OC)c1OC	0%[157 µM]
Cc1cccc(OCC(=O)N2CCC(c3nc4ccccc4o3)CC2)c1C	-3%

The list continues:
SMILES	TbPYK inhibitor
CCCCOc1ccc(NC(=O)Cn2nnnc2-c2ccccc2F)cc1	-7%
Cc1nn(-c2ccc(N3CCCC3)nn2)c(C)c1CCC(=O)Nc1ccc(F)c(Cl)c1	5%
Cc1ccc(C(=O)NCC(c2ccc3c(c2)OCO3)N2CCN(C)CC2)cc1C (stereo not given)	-2%
O=C(c1ccc2c(c1)N(Cc1c(F)cccc1Cl)C(=O)c1ccccc1S2)N1CCCC1	-1%
CN(C)CCNC(=O)Cc1ccc(NC(=O)N2CCCCc3ccccc32)cc1	-7%
CCc1ccc(NC(=O)CCNS(=O)(=O)c2ccc3c(c2)oc(=O)n3C)cc1	2%
COc1cc(CNC(=O)CSCc2nc3cccnc3n2C2CCCCC2)cc(OC)c1OC	-14%
Cc1ccc(CNC(=O)CN2C(=O)CCc3cc(S(=O)(=O)N4CCCCC4)ccc32)cc1	-14%
Cc1c(C(=O)NCc2ccc(F)cc2)oc2ccc(S(=O)(=O)N3CCCCC3)cc12	0%
Cn1c(=O)c2cc(S(=O)(=O)NC(Cc3ccccc3)C(=O)Nc3ccc(F)cc3)ccc2n(C)c1=O (stereo not given)	-1%
Cn1c(=O)c2c(nc(NCCc3ccccc3)n2Cc2ccccc2Br)n(C)c1=O	2%
Cc1nc2ccn(Cc3cccs3)c(=O)c2cc1C(=O)NCc1ccccc1	-2%
CCCN1CCCc2cc(CN(CCCN3CCOCC3)C(=O)Nc3ccc(CC)cc3)ccc21	-13%
CCCNC(=O)CCSc1nc(-c2ccc3c(c2)OCO3)cc(C(F)(F)F)n1	-1%
COc1ccc(/C=C/C(=O)Nc2sc3c(c2C(N)=O)CCCC3)cc1	2%
CC(=O)c1sc(NC(=O)c2c(-c3ccccc3)c(-c3ccccc3)nn(C)c2=O)nc1C	2%
COc1ccc(Br)cc1CNC(=O)c1ccc2nc(C(C)C)oc2c1	3%
COc1ccccc1CN1CCCC2(CCN(C(=O)c3ccco3)CC2)C1	11%
O=C(Cn1c(=O)nc(-c2ccccc2)c2cc(Cl)ccc21)NCCCc1ccccc1	-4%
O=C(CCCCn1c(=O)[nH]c2ccsc2c1=O)N1CCN(c2cccc(C(F)(F)F)c2)CC1	-9%
CCc1cc2c(cc3c(=O)n(CC(=O)N4CCN(c5cc(Cl)ccc5C)CC4)ncn32)s1	-7%
COc1ccc(C(=O)Nc2noc3ccccc23)cc1	?
Cn1c(=O)c2c(SCC(=O)Nc3ccccc3C(F)(F)F)nc(C3CCCC3)nc2n(C)c1=O	-2%
COc1ccccc1CNC(=O)NCc1noc2ccc(C)cc12	-1%
Cc1ccc(NC(=O)C2CCN(c3nnc(C)c4c(C)n(-c5ccccc5)nc34)CC2)cc1Cl	0%
CC(C)(C)OC(=O)N1CCC(c2c(C(=O)N3CCN(c4ccccc4)CC3)cnn2-c2ccccc2)CC1	3%[15.4 µM]
COc1ccc(-c2nc3c(c(SCC(=O)N4CCCCC4)n2)Cc2c(CO)cnc(C)c2O3)cc1	-4%
Cc1ccc(-c2noc(CN(C3CCCCC3)S(=O)(=O)c3ccc(F)cc3)n2)cc1	4%
COc1ccccc1-c1noc(CSc2nnc(-c3ccccc3)n2-c2ccc(C)c(C)c2)n1	5%
CCOC(=O)N1CCC(NC(=O)c2ccc3c(c2)N(Cc2cccc(C)c2)C(=O)c2ccccc2S3(=O)=O)CC1	5%
Cc1cc(C)c(S(=O)(=O)NCCc2sc(-c3cccnc3)nc2C)c(C)c1	5%
CC(=O)Nc1ccc(NC(=O)c2cc3sccc3n2Cc2ccc(Cl)cc2)cc1	-9%
Oc1ccccc1	-5%
